Screening data from PubChem BioAssay.
CHO parental Ca: counter-screen: ATP calcium response change in parental CHO cells; inhibition, % at 5.6 µM; AID 463079; parental CHO-K1, ATP-induced calcium, Fluo-8 fluorescence; 330,000 tested, 0.63% active;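 active = inhibition above that plate's mean sample inhibition plus 3 SD, cut at about 26% in these data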;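 also: 0% = ATP-challenged DMSO wells and 100% = DMSO wells without ATP; some compounds past the cut are filed as inactive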
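Material: parental CHO cells / Compound: single nominal dose of 5.6 µM per compound / Signal: Fluo-8 fluorescence / Replicates: singlicate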
TAAR1 agonist: agonists of human TAAR1; AID 624467; CHO RD-HGA16 TAAR1, Fluo-8 calcium fluorescence; vehicle wells 0%, saturating PEA agonist 100%; activation, % at 3 µM; 360,000 tested, 0.99% active; Q96RJ0;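 active = activation above the mean activation of all test compounds in the run plus 3 SD, cut at about 38% in these data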
Target sequence (Q96RJ0 whole entry, looked up): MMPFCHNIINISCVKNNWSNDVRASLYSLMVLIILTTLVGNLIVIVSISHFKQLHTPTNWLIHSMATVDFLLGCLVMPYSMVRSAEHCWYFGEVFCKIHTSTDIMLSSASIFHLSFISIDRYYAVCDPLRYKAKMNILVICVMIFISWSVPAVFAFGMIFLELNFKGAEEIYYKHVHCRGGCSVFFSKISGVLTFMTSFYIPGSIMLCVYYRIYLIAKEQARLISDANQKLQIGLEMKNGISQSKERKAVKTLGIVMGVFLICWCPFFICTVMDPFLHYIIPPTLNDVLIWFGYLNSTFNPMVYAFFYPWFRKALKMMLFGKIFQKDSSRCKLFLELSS
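System: CHO RD-HGA16 cells carrying human TAAR1 plus Gα16; Incubation: 17-24 h seeding, 75 min 37 °C dye, 30 min RT; Measured by: Fluo-8 fluorescence, 5 s baseline then 140 s kinetic read; Control set: DMSO and PEA EC100; Replication: single well for each compound.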
M1 PAM: positive allosteric modulators of human M1 muscarinic receptor; activation, % at 3 µM; P11229; CHO-K1 hM1, Fluo-8 calcium fluorescence, ACh EC20; 0% = ACh EC20, 100% = maximal ACh; 360,000 tested, 0.088% active; in the data active = activation above about 19%, passing the limit was not always enough
Target sequence (P11229 whole entry, looked up): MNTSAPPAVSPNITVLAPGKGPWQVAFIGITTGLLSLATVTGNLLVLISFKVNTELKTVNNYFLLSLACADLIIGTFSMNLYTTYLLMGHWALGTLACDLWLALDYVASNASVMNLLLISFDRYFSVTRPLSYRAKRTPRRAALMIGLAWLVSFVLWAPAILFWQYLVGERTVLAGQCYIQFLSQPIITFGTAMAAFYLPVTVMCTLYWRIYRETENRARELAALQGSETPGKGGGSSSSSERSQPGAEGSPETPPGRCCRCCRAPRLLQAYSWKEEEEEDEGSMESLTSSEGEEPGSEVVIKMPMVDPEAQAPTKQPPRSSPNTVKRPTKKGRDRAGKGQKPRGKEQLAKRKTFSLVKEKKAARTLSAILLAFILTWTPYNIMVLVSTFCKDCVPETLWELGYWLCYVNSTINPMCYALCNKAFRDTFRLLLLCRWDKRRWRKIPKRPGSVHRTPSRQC
TAAR1 antagonist: human TAAR1 antagonism; inhibition, % at 3 µM; CHO RD-HGA16 TAAR1, Fluo-8 calcium fluorescence, antagonist; AID 624466; 360,000 tested, 1.5% active; Q96RJ0;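 active = inhibition above a per-plate cutoff, the mean inhibition of test compounds on that plate plus 3 SD, cut at about 49% in these data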;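 also: 0% = DMSO plus EC80 beta-PEA response and 100% = DMSO alone without agonist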
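Material: CHO RD-HGA16 cells bearing hTAAR1; compound dosing: one-point dosing, 3 µM nominal final; schedule: dye loading 75 min at 37 °C, then 30 min room temperature; measured by: calcium fluorescence with Fluo-8; control set: vehicle and agonist controls; replication: n of 1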
OXTR agonist: activates the human oxytocin receptor | P30559 | CHO-OTR cells, Fluo-8 calcium fluorescence; normalized: DMSO 0%, oxytocin 100% | activation, % at 3 µM | 320,000 tested, 0.32% active;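 active = activation above the mean of all tested compounds plus 3 SD, cutoff set per screening run, cut at about 20% in these data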;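 also: peak over basal fluorescence ratio from a 100 s FLIPR kinetic read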
M1 ag: agonists of human M1 muscarinic receptor. P11229. CHO-K1 hM1, Fluo-8 calcium fluorescence, agonist mode; 0% DMSO, 100% acetylcholine EC100. activation, % at 3 µM. 360,000 tested, 0.33% active. AID 588814;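 active = activation above the run's mean compound activation plus 3 SD, cut at about 16% in these data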;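 also: peak over basal fluorescence ratio within a 140 s kinetic read after compound addition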
M1 antag: antagonists of human M1 muscarinic receptor | P11229 | CHO-K1 hM1, Fluo-8 calcium fluorescence, ACh EC80 antagonist | inhibition, % at 3 µM | 360,000 tested, 1.3% active | AID 588852;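 active = percent inhibition above its own plate's cutoff, namely the mean of that plate's compound wells plus 3 SD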;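 also: peak over basal fluorescence ratio during 140 s after agonist addition; 0% = ACh EC80 plus DMSO and 100% = DMSO alone without agonist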
V1aR counter: activates human V1a receptor in oxytocin agonist counter-screen; 320,000 tested, 0.25% active; P37288; activation, % at 3 µM; CHO-V1R cells, Fluo-8 calcium fluorescence, agonist mode; 0% DMSO, 100% 3 nM vasopressin;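 active = activation above the mean activation of all tested compounds plus 3 SD, per screening run, cut at about 20% in these data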;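 also: signal is peak over basal fluorescence ratio across a 100 second FLIPR read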
OXTR potentiate: potentiators of human oxytocin receptor; 320,000 tested, 0.061% active; activation, % at 3 µM; CHO-OTR cells, Fluo-8 calcium fluorescence, potentiator mode; 0% = oxytocin EC15, 100% = EC100; AID 2445; P30559;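 active = activation above that plate's cutoff, the mean activation of tested compounds plus 3 SD, cut at about 6.6% in these data, passing the limit was not always enough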;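 also: 100% uses oxytocin at 75 nM as the full agonist control; some results filed as inactive read as strong as hits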
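System: human OTR in CHO cells / Also added: sub-maximal oxytocin, roughly EC15 / Control set: EC15 oxytocin low, 75 nM oxytocin high / Schedule: 6 min compound pre-incubation at room temperature, 100 s kinetic read / Compound: single-point 3.0 µM / Replication: singlicate / Technique: Fluo-8 calcium dye fluorescence / Read-out basis: % activation of max/min ratio relative to oxytocin controls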
An asterisk follows results filed as active.

How did CCOc1cccc(C2C(C#N)=C(N)Oc3cc(C)[nH]c(=O)c32)c1OCC (stereo not given) do in these assays?
CHO parental Ca: -15; TAAR1 agonist: 0; M1 PAM: 1; TAAR1 antagonist: -32; OXTR agonist: -0.5; M1 ag: -3; M1 antag: 6; V1aR counter: 0.5; OXTR potentiate: -5

How did Cc1csc(SC(C)C(=O)Nc2ccc(Cl)cn2)n1 (stereo not given) do in these assays?
CHO parental Ca: -5; TAAR1 agonist: 11; M1 PAM: 3; TAAR1 antagonist: -4; OXTR agonist: -0.9; M1 ag: -7; M1 antag: -8; V1aR counter: -1.5; OXTR potentiate: 6

How did Cc1nn(C)c(Oc2cccc(Cl)c2)c1C(=O)Nc1ccc(F)cc1 do in these assays?
CHO parental Ca: -2; TAAR1 agonist: 3; M1 PAM: -2; TAAR1 antagonist: 5; OXTR agonist: -2.1; M1 ag: -7; M1 antag: 0; V1aR counter: -1.7; OXTR potentiate: -5

How did Cn1c(=O)c2c(nc(Br)n2Cc2nnc(N)s2)n(C)c1=O do in these assays?
CHO parental Ca: 0; TAAR1 agonist: 2; M1 PAM: 9; TAAR1 antagonist: -12; OXTR agonist: 0.3; M1 ag: 2; M1 antag: -20; V1aR counter: 0.0; OXTR potentiate: -5

Results for CC(=O)OCc1c(F)c(F)c(-n2nc(C)cc2C)c(F)c1F ?
CHO parental Ca: -12; TAAR1 agonist: 6; M1 PAM: -4; TAAR1 antagonist: -9; OXTR agonist: -0.3; M1 ag: -5; M1 antag: 3; V1aR counter: 0.0; OXTR potentiate: 0

Results for O=C(CS(=O)(=O)c1cn(Cc2ccccc2Cl)c2ccccc12)N1CCOCC1 ?
CHO parental Ca: -26; TAAR1 agonist: 3; M1 PAM: 0; TAAR1 antagonist: 13; OXTR agonist: 3.8; M1 ag: -2; M1 antag: 4; V1aR counter: 1.2; OXTR potentiate: -11

What do the screens show for `COc1ccc2nc3oc(C(=O)NCc4cccs4)cc3cc2c1`?
CHO parental Ca: 3; TAAR1 agonist: 1; M1 PAM: 9; TAAR1 antagonist: -20; OXTR agonist: -0.7; M1 ag: -4; M1 antag: -35; V1aR counter: -1.5; OXTR potentiate: -3

Results for O=C(COc1ccc(Cl)cc1)N(Cc1ccccc1)c1nc(-c2ccccc2)cs1 ?
CHO parental Ca: -9; TAAR1 agonist: 0; M1 PAM: 8; TAAR1 antagonist: 9; OXTR agonist: 0.7; M1 ag: -1; M1 antag: -10; V1aR counter: -0.8; OXTR potentiate: -3

What do the screens show for `COc1ccc(S(=O)(=O)N2CCN(CC(=O)Nc3ccc(C)c(F)c3)CC2)cc1`?
TAAR1 agonist: 7; M1 PAM: -3; TAAR1 antagonist: -6; M1 ag: -1; M1 antag: 1

How did O=C(O)CN1C(=O)/C(=C/c2ccc(SCc3ccccc3)o2)SC1=S do in these assays?
TAAR1 agonist: 24; M1 PAM: 5; TAAR1 antagonist: 14; M1 ag: 2; M1 antag: 6

How did CSc1nc(C(=O)N2CCCC(Nc3ccc(C)c(C)c3)C2)cs1 (stereo not given) do in these assays?
CHO parental Ca: -12; TAAR1 agonist: 1; M1 PAM: -1; TAAR1 antagonist: -12; OXTR agonist: -0.8; M1 ag: -4; M1 antag: 6; V1aR counter: -0.5; OXTR potentiate: 4

How did CC(C)CN(CC(C)C)S(=O)(=O)c1cc([N+](=O)[O-])ccc1N1CCCCCC1 do in these assays?
CHO parental Ca: -40; TAAR1 agonist: 2; M1 PAM: -2; TAAR1 antagonist: 8; OXTR agonist: -1.6; M1 ag: -3; M1 antag: -6; V1aR counter: -0.4; OXTR potentiate: -12

How did O=C(COc1ccccc1[N+](=O)[O-])N(Cc1ccccc1)c1ccccn1 do in these assays?
CHO parental Ca: -18; TAAR1 agonist: 0; M1 PAM: 9; TAAR1 antagonist: 0; OXTR agonist: -0.2; M1 ag: -4; M1 antag: 0; V1aR counter: 1.3; OXTR potentiate: -8

How did CC(=O)/C(C#N)=C1\NC(=O)C(Cc2cc(Cl)ccc2Cl)S1 (stereo not given) do in these assays?
CHO parental Ca: 7; TAAR1 agonist: 0; M1 PAM: -4; TAAR1 antagonist: -21; OXTR agonist: 0.2; M1 ag: -1; M1 antag: 0; V1aR counter: 2.5; OXTR potentiate: -9

What do the screens show for `COc1ccc(S(=O)(=O)Cc2ccc(C(=O)NCCc3cc(OC)ccc3OC)o2)cc1`?
CHO parental Ca: -8; TAAR1 agonist: 8; M1 PAM: -9; TAAR1 antagonist: 29; OXTR agonist: -0.1; M1 ag: -3; M1 antag: 15; V1aR counter: 13; OXTR potentiate: -2

Results for Cc1cccc(NC(=O)CSc2nnc(C)c(C)n2)c1 ?
CHO parental Ca: -1; TAAR1 agonist: 0; M1 PAM: -1; TAAR1 antagonist: 2; OXTR agonist: 2.7; M1 ag: -2; M1 antag: 1; V1aR counter: 1.3; OXTR potentiate: -8

How did S=C(Nc1ccc2c(c1)OCCO2)Nc1ccc2c(c1)OCO2 do in these assays?
CHO parental Ca: -11; TAAR1 agonist: 7; M1 PAM: 5; TAAR1 antagonist: 19; OXTR agonist: 0.0; M1 ag: -6; M1 antag: -19; V1aR counter: -0.2; OXTR potentiate: -2

What do the screens show for `CC1=C(C(=O)OC2CCCCCC2)C(c2ccc(C)o2)C2=C(CCCC2=O)N1` (stereo not given)?
CHO parental Ca: -28; TAAR1 agonist: 10; M1 PAM: 11; TAAR1 antagonist: -3; OXTR agonist: -1.3; M1 ag: 6; M1 antag: -5; V1aR counter: -1.1; OXTR potentiate: 1

What do the screens show for `CC(CN1C(C)CCCC1C)OC(=O)c1cccc(Br)c1` (stereo not given)?
CHO parental Ca: -6; TAAR1 agonist: 3; M1 PAM: -6; TAAR1 antagonist: 2; OXTR agonist: 0.1; M1 ag: -10; M1 antag: 28; V1aR counter: -0.3; OXTR potentiate: -10

What do the screens show for `CCOC(=O)c1c(NC(=O)CSc2nnnn2-c2ccccc2OCC)sc2c1CC(C)(C)NC2(C)C`?
CHO parental Ca: -12; TAAR1 agonist: 10; M1 PAM: 4; TAAR1 antagonist: -12; OXTR agonist: 7.4; M1 ag: -6; M1 antag: -6; V1aR counter: 2.9; OXTR potentiate: -6

Fetched one by one from the list above, two records:
How did CC(C)CN(CC(C)C)S(=O)(=O)c1cc([N+](=O)[O-])ccc1N1CCCCCC1 do in these assays?
CHO parental Ca: -40; TAAR1 agonist: 2; M1 PAM: -2; TAAR1 antagonist: 8; OXTR agonist: -1.6; M1 ag: -3; M1 antag: -6; V1aR counter: -0.4; OXTR potentiate: -12

How did S=C(Nc1ccc2c(c1)OCCO2)Nc1ccc2c(c1)OCO2 do in these assays?
CHO parental Ca: -11; TAAR1 agonist: 7; M1 PAM: 5; TAAR1 antagonist: 19; OXTR agonist: 0.0; M1 ag: -6; M1 antag: -19; V1aR counter: -0.2; OXTR potentiate: -2

(list continues)
How did O=C(Nc1ccc(N2CCCC2)c(Cl)c1)c1cccs1 do in these assays?
CHO parental Ca: -15; TAAR1 agonist: -3; M1 PAM: 5; TAAR1 antagonist: 8; OXTR agonist: -2.0; M1 ag: -10; M1 antag: -2; V1aR counter: -0.8; OXTR potentiate: 0

Results for CSCCC(NC(=O)c1ccccc1)C(=O)NCCCn1nc(C)cc1C (stereo not given) ?
CHO parental Ca: -14; TAAR1 agonist: 10; M1 PAM: -1; TAAR1 antagonist: -13; OXTR agonist: 0.1; M1 ag: -5; M1 antag: 1; V1aR counter: 0.1; OXTR potentiate: -8

How did COc1ccccc1CNc1ccc([N+](=O)[O-])cc1C do in these assays?
CHO parental Ca: -6; TAAR1 agonist: 3; M1 PAM: -20; TAAR1 antagonist: 8; OXTR agonist: -1.4; M1 ag: -9; M1 antag: 17; V1aR counter: 1.3; OXTR potentiate: -5

Results for COCCCn1c(SCC(=O)NCc2ccco2)nc2sc3c(c2c1=O)CCC3 ?
CHO parental Ca: -31; TAAR1 agonist: 7; M1 PAM: 4; TAAR1 antagonist: 7; OXTR agonist: -1.5; M1 ag: -5; M1 antag: -3; V1aR counter: -0.7; OXTR potentiate: -8

How did CC(C)c1ccccc1NC1=CC(=O)CC(C)(C)C1 do in these assays?
CHO parental Ca: -13; TAAR1 agonist: 3; M1 PAM: 9; TAAR1 antagonist: 7; OXTR agonist: -1.0; M1 ag: -7; M1 antag: -5; V1aR counter: 0.7; OXTR potentiate: -2

How did COc1nc(N(C)C)nc(N(C#N)S(=O)(=O)c2ccc(C)cc2)n1 do in these assays?
CHO parental Ca: -13; TAAR1 agonist: 0; M1 PAM: 5; TAAR1 antagonist: -3; OXTR agonist: 0.5; M1 ag: -1; M1 antag: 2; V1aR counter: 0.3; OXTR potentiate: -1

What do the screens show for `Cc1cccc(NC(=O)CSc2ncnc3c2oc2ccccc23)c1`?
CHO parental Ca: -16; TAAR1 agonist: 0; M1 PAM: 12; TAAR1 antagonist: 17; OXTR agonist: 0.5; M1 ag: 0; M1 antag: -13; V1aR counter: 1.6; OXTR potentiate: -5

How did COc1ccc(N2CCN(S(=O)(=O)CCNC(=O)COc3ccccc3OC)CC2)cc1 do in these assays?
CHO parental Ca: -22; TAAR1 agonist: 5; M1 PAM: -3; TAAR1 antagonist: 10; OXTR agonist: 3.9; M1 ag: -1; M1 antag: 9; V1aR counter: 6.6; OXTR potentiate: -4

Results for COc1ccc(S(=O)(=O)N(CC(=O)NCCC(C)C)c2ccccc2)cc1OC ?
CHO parental Ca: -20; TAAR1 agonist: 3; M1 PAM: 10; TAAR1 antagonist: 22; OXTR agonist: -0.9; M1 ag: -4; M1 antag: -16; V1aR counter: -0.1; OXTR potentiate: -1

Results for CC1CCN(C(=S)Nc2cccc(S(=O)(=O)N(C)C)c2)CC1 ?
CHO parental Ca: -13; TAAR1 agonist: 5; M1 PAM: 9; TAAR1 antagonist: 3; OXTR agonist: 1.6; M1 ag: -9; M1 antag: -7; V1aR counter: 1.6; OXTR potentiate: -2

Results for CCOC(=O)c1c(C)nc2sc(C(N)=O)c(N)c2c1-c1ccc(OC)cc1 ?
CHO parental Ca: -25; TAAR1 agonist: 20; M1 PAM: 13; TAAR1 antagonist: 24; OXTR agonist: -1.9; M1 ag: -1; M1 antag: -13; V1aR counter: -0.2; OXTR potentiate: -7
